High-throughput results deposited in PubChem BioAssay by several laboratories.
GLD-1 TGE inh: GLD-1-TGE RNA interaction inhibition (C. elegans) | Q17339 | purified GLD-1 + fluorescein TGE RNA, fluorescence polarization | inhibition, % at 5.96 µM | 320,000 tested, 0.44% active;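 active = percent inhibition above a per-plate cutoff, the plate mean of test compounds plus 3 SD, cut at about 30% in these data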;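 note: 0% = DMSO wells with GLD-1 and probe and 100% = wells lacking GLD-1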
Target sequence (Q17339 whole entry, looked up): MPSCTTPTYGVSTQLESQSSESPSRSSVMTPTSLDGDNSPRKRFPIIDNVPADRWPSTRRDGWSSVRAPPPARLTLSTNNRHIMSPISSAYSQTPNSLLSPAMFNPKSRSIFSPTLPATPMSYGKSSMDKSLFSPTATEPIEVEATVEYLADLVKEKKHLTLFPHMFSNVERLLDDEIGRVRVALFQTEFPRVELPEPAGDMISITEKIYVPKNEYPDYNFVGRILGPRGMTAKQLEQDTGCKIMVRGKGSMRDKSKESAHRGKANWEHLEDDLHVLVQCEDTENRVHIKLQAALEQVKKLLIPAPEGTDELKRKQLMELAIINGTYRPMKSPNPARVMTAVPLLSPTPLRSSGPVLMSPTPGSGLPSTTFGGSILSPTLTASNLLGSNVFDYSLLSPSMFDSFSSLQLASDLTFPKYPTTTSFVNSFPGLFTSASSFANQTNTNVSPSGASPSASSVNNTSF
AHR activator: activators of human aryl hydrocarbon receptor; P35869; AHR-responsive luciferase reporter cells, luminescence; activation, % at 5 µM; 320,000 tested, 2.5% active; AID 2796; in the data active = activation above about 47%;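 note: 0% = vehicle wells and 100% = reference agonist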
BCLXL inh: Bcl-xL (human) inhibition | Q07817 | GST-Bcl-xL / FITC-Bim BH3 peptide fluorescence polarization | inhibition, % at 10.9 µM | 320,000 tested, 0.7% active | AID 2129;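 active = inhibition above the mean of all tested compounds plus 3 SD, cutoff set per campaign, cut at about 30% in these data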;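 note: 0% = DMSO wells and 100% = unlabeled Bim-BH3 peptide competitor; inhibitors lower millipolarization by displacing the labeled peptide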
Fam108B counter: counter-screen for RBBP9 inhibitors: inhibitors of mouse Fam108B. 300,000 tested, 0.33% active. AID 1947. recombinant Fam108B, FP-Rh probe fluorescence polarization. inhibition, % at 9.51 µM;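 active = inhibition above the screen mean inhibition plus 3 SD, computed separately per campaign, cut at about 18% in these data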;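 note: inhibitors lower polarization as less probe binds the enzyme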
MEX-5 binding: C. elegans MEX-5 TCR-2 RNA binding activity; AID 1832; 300,000 tested, 0.38% active; MEX-5/FITC-TCR2 RNA binding, fluorescence polarization; active compounds read low; Q9XUB2; activity score (negative = inhibition of binding), % at 10 µM;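 active = inhibition past about -25% in most replicates, and total fluorescence under double the plate's negative control median, limit read from the data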;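 note: 0% = DMSO and -100% = 5 µM competing unlabeled TCR2 RNA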
MCL1-BIM inh: disrupts human MCL1 binding to BIM-BH3 peptide; GST-MCL1 / FITC-Bim-BH3 fluorescence polarization; inhibition, % at 10.9 µM; 320,000 tested, 0.68% active; AID 2057;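 active = inhibition above the mean inhibition of all tested compounds plus 3 SD, set per campaign, cut at about 40% in these data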;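 note: 0% = DMSO wells and 100% = unlabeled Bim-BH3 peptide control; higher means more loss of mP so more displacement of Bim peptide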
PAFAH1B2 inh: PAFAH1B2 (human) inhibition | P68402 | recombinant PAFAH1B2, FP-rhodamine activity probe, fluorescence polarization | inhibition, % at 3.39 µM | 340,000 tested, 1.2% active;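 active = inhibition above the mean of all tested compounds plus 3 SD, cut at about 24% in these data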;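 note: 0% = enzyme with DMSO and 100% = wells lacking PAFAH1B2; many of its hits are not listed in these tables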
PME-1 primary: blocks human protein phosphatase methylesterase 1; Q9Y570; recombinant PME-1, FP-Rh probe fluorescence polarization; inhibition, % at 5.9 µM; 320,000 tested, 0.53% active;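 active = inhibition above the campaign mean of all compounds plus 3 SD, cut at about 26% in these data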;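 note: competitive labeling of PME-1 active site by serine hydrolase directed probe; 0% = PME-1 with DMSO and 100% = wells lacking PME-1 enzyme; inhibitors block probe labeling so polarization falls and inhibition rises; many of its hits are not listed in these tables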
pPAFAH inh: inhibitors of human plasma PAF acetylhydrolase (pPAFAH) | Q13093 | recombinant pPAFAH, FP-rhodamine probe fluorescence polarization | inhibition, % at 3.39 µM | 330,000 tested, 1.5% active | AID 463082;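 active = inhibition above the mean inhibition across the screen plus 3 SD, cut at about 25% in these data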;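 note: inhibitors block binding of the rhodamine activity-based probe so polarization drops; 0% = enzyme with DMSO and 100% = wells lacking pPAFAH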
Target sequence (Q13093 whole entry, looked up): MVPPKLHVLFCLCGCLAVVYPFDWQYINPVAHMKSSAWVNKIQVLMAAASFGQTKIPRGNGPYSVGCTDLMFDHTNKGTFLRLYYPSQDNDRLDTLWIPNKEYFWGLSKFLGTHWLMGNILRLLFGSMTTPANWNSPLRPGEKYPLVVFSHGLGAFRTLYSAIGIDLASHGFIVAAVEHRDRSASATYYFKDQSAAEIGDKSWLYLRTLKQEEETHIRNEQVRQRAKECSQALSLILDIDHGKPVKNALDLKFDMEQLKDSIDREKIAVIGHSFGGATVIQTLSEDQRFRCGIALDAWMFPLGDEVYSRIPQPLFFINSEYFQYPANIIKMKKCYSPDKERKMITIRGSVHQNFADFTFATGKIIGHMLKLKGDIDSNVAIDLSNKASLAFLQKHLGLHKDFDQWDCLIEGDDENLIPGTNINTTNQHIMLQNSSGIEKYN
The depositor's hits bear a star; / = no result given. These rows are one share of the data; rates above refer to the full screens.

Each structure is followed by: GLD-1 TGE inh	AHR activator	BCLXL inh	PAFAH1B2 inh	pPAFAH inh	MCL1-BIM inh	Fam108B counter	MEX-5 binding	PME-1 primary
Cc1cccc(N2CCN(C(=O)c3ccc(N4CCCC4=O)cc3)CC2)c1C
 : 3	-2	6	1	16	7	1	-1.6	1
COc1ccc2oc(C(=O)Nc3ccccn3)c(C)c2c1
 : -1	72*	4	6	1	3	-3	4.1	-7
Cc1cccc(-n2ncc(C#N)c2-n2cccc2)c1
 : 2	-2	1	7	-1	7	3	0.0	-4
COc1cccc(NC(=S)NNC(=O)Cn2nc(C(F)(F)F)cc2C)c1
 : 0	1	6	7	3	-1	2	0.9	4
CCc1cc2c3c(c1)/C(=C1/SC(N)=NC1=O)C(=O)N3C(C)(C)C=C2C
 : -3	1	2	-5	0	-3	3	2.1	2
COc1ccc(C(=O)Nc2ccc(S(=O)(=O)Nc3nccnc3OC)cc2)cc1
 : 0	-4	9	2	1	7	-2	2.7	7
COc1ccc2[nH]c(=O)c(CN(C(=O)c3cccnc3)c3ccccc3)cc2c1
 : -1	2	0	0	2	-10	2	2.3	0
Oc1c(Br)cc(Br)cc1C=Nc1ccc2c(c1)OCO2
 : 4	24	18	-1	14	14	0	-0.4	-2
O=C(NCc1ccco1)c1cccnc1Cl
 : 4	-2	2	3	10	-3	-4	-1.3	-5
Cc1cccc(NC(=O)COC(=O)Cc2cccc(C(F)(F)F)c2)c1C
 : 3	8	2	4	5	-2	-6	1.2	5
CCOC(=O)c1cnc(-n2nc(C)cc2C)[nH]c1=O
 : 2	3	-2	0	4	-2	4	-1.1	0
COc1cccc(OCC(=O)NNC(=O)C(=O)Nc2cccc(C)c2)c1
 : -1	25	3	3	3	5	2	-1.0	5
COc1cc(CN2CCN(Cc3ccc4cc(F)ccc4n3)CC2CCO)cc(OC)c1 (stereo unspecified)
 : 2	5	5	0	1	5	-1	0.5	6
CC(=O)N1CC(=O)N=C1SCC(=O)Nc1nc(C)c(-c2ccccc2)s1
 : 7	11	9	1	8	5	-1	2.1	3
O=C(NCc1ccccc1Cl)C1CCC(=O)N1Cc1ccc(F)cc1 (stereo unspecified)
 : 0	1	3	7	-1	6	3	0.8	2
CC(C)(C)NC(=O)CSc1nc(N)c(NC(=O)c2ccccc2F)c(=O)[nH]1
 : -3	1	0	0	-5	14	1	-2.6	1
COC(=O)c1ccc(N=C2SCC(=O)N2C)cc1
 : 0	0	1	4	-1	2	2	-0.2	-4
O=[N+]([O-])c1ccc(C2=CSC3=NCCN23)cc1
 : 8	1	7	-1	1	9	3	-5.8	6
COc1ccccc1NC(=S)N(CCN1CCOCC1)Cc1ccccc1F
 : 5	-1	1	0	4	1	3	3.7	-4
Cc1ccccc1-c1nnn(Cc2ccc(-c3nn[nH]n3)cc2)n1
 : 1	1	9	-3	-5	2	-6	0.9	2
COc1cc2[nH]c(=S)n(Cc3ccccc3)c(=O)c2cc1OC
 : 5	34	-9	0	17	-9	-3	0.4	16
O=C(CSc1nnc2n(C3CCCCC3)c(=O)c3ccccc3n12)OC1CCCCC1
 : 1	-2	4	4	-3	0	-1	0.7	-7
O=C(NNC(=O)C1CCC1)c1ccc(Br)cc1
 : 3	1	0	0	-3	-3	-1	0.1	1
Cc1ccc(NC(=O)C(C)N2C(=O)c3ccccc3S2(=O)=O)cc1Cl (stereo unspecified)
 : 0	1	-1	8	9	-2	2	-2.4	-1
Cc1ccc(N(C)S(=O)(=O)c2ccc3c(c2)CC(C)N3C(=O)C2CC2)cc1 (stereo unspecified)
 : 4	0	2	9	2	1	3	3.6	1
COCCSc1ccccc1C(=O)N1CCC(Cc2ccccc2)CC1
 : 8	2	-1	-6	8	-6	7	0.0	4
O=C(N/N=C/c1ccc[nH]1)c1cccc(Br)c1
 : 4	23	6	-2	3	8	1	1.7	6
Cc1cc(C(F)F)n2nc(C(=O)Nc3c(F)cc(F)cc3Br)nc2n1
 : -2	0	8	-2	1	8	1	1.3	1
CC1CCN(C(=O)CNS(=O)(=O)c2ccc(Br)s2)CC1
 : -5	0	3	23	9	-1	-2	1.8	-2
Cc1ccc2[nH]c3c(c2c1)CN(C(C)C)CC3
 : 3	23	7	-2	1	4	0	-2.6	-2
Cc1cc(Br)ccc1NC(=O)CN(C)C(=O)CNC(=O)Cc1ccccc1
 : 3	0	-1	-2	2	-2	/	/	-6
Nn1c(SCc2csc(-c3ccccc3)n2)nnc1-c1cccs1
 : -1	15	-6	5	-1	-3	2	2.7	0
Cc1ccc(NC(=O)CSc2nccn(-c3ccc4c(c3)OCCO4)c2=O)cc1
 : 9	1	4	1	-2	9	4	-1.0	-1
CCOc1ccc(NC(=O)c2[nH]c(C)c(C(C)=O)c2C)cc1
 : 0	21	5	0	2	9	1	1.6	2
O=C(O/N=C\c1ccc(N2CCCCC2)c([N+](=O)[O-])c1)c1cccc(Cl)c1
 : 13	-2	1	4	-1	6	3	2.1	2
O=C1C2C3C=CC(CC3)C2C(=O)N1c1ccc(Cl)cc1Cl (stereo unspecified)
 : 11	-2	5	1	12	0	4	0.7	-1
OCCOc1cccc(CN2CCC(CO)(CCOc3ccccc3)CC2)c1
 : 2	-2	6	0	2	5	1	0.8	4
Cc1ccc(/C=C/C(=O)Nc2cccc3cccnc23)o1
 : 68*	15	78*	2	19	84*	1	-7.1	-6
O=C(NC1(Cc2ccccc2)CCN(CCCc2ccccc2)C1=O)c1ccccc1 (stereo unspecified)
 : -1	3	7	-1	4	8	/	/	1
CC(=O)NS(=O)(=O)c1ccc(N=NN2CCCCCC2)cc1
 : -3	-2	-5	-2	2	-11	0	0.4	0
O=C(Oc1ccc(Br)cc1C(=S)N1CCOCC1)c1ccccc1
 : 2	0	-2	2	3	6	0	1.5	3
Cc1cc(C)n(C(=O)CCC(=O)NCc2ccccc2)n1
 : 0	0	2	-1	-2	3	1	0.7	5
Cc1oc(CC(C)C)c(CN2CCCC2)c1C(=O)O
 : 3	1	3	12	0	0	3	1.0	1
Cc1cc(C)c2[nH]c(C)c(CN3CCCCCC3)c(=O)c2c1
 : 4	-1	5	7	-3	2	3	1.6	0
COC(=O)C1CC(O)CN1C(=O)Nc1ccccc1 (stereo unspecified)
 : -4	0	2	-3	4	-1	3	-0.5	1
CC1CCCCN1C(=S)NC(=O)c1cccs1 (stereo unspecified)
 : 9	4	9	6	6	8	4	2.4	0
Cc1cccc(Oc2ncc(-c3ccc(Cl)cc3)cn2)c1
 : 8	-11	3	1	3	0	-1	0.2	-8
Cn1c(=O)n(C)c2cc(NC(=O)c3ccccc3NS(C)(=O)=O)ccc21
 : -9	10	-3	5	2	-4	-4	-1.2	-1
CN1CCN(CCC(=O)Nc2ccc(Br)cc2)CC1
 : 5	5	8	4	-1	5	-2	0.2	0
CN=C1SC(CC(=O)Nc2ccc(C(C)=O)cc2)C(=O)N1C (stereo unspecified)
 : -1	1	-3	-1	0	-4	-2	-0.2	1
COc1ccc(CCNC(=O)C2CCN(C(=O)c3ccccc3)CC2)cc1
 : 3	-1	-1	/	8	3	5	-0.4	-1
C=CCNc1oc(-c2cccc3ccccc23)nc1C#N
 : 11	1	9	2	9	8	7	1.1	8
O=C(CCCn1c(=O)[nH]c2ccccc2c1=O)Nc1ccc(F)cc1
 : -2	-5	-5	1	3	-13	2	-2.1	13
COc1cc(OC)cc(C(=O)NN(CCC#N)C2=NS(=O)(=O)c3ccccc32)c1
 : -4	0	7	4	3	-1	2	1.2	-4
CC(C)OC(=O)Cn1nc(C(c2ccccc2)c2ccccc2)oc1=O
 : 5	3	3	1	6	7	1	-1.5	-3
Cc1ccc(CCC(=O)Nc2ccccc2F)s1
 : 6	-1	7	0	2	8	-1	1.2	2
CCCN1Cc2cccc(C(=O)NC3CCCC3)c2C1=O
 : 2	1	-5	1	-4	-5	2	-1.2	1
COc1ccc2c(c1)c(CC(=O)Nc1ccc(C(C)=O)cc1)c(C)n2C(=O)c1ccc(Cl)cc1
 : 2	5	-2	-12	-11	-4	-26	6.4	-52
C=CC[C@@H](CC(=O)N(CCO)Cc1ccccc1)C(=O)N[C@@H](COC(=O)[C@H](CC=C)CC(=O)OC(C)(C)C)Cc1c[nH]c2ccccc12
 : 2	0	/	7	12	/	/	/	/
O=C(Nc1ccccc1)C1C2CCCCC21 (stereo unspecified)
 : 4	1	8	6	0	12	1	0.5	-4

Further structures follow:
Each structure is followed by: GLD-1 TGE inh	AHR activator	BCLXL inh	PAFAH1B2 inh	pPAFAH inh	MCL1-BIM inh	Fam108B counter	MEX-5 binding	PME-1 primary
CC1=NN(c2cccc(C(=O)O)c2)C(=O)/C1=C\C=C\c1ccco1
 : -2	3	26	10	45*	81*	24*	-27*	-7
O=C(Nc1cccc(F)c1)c1ccccc1-c1ccccc1
 : 2	-3	5	1	0	3	-3	/	3
COc1ccc(C2C3=C(CC(C)(C)CC3=O)Nc3n[nH]c(C)c32)cc1 (stereo unspecified)
 : 8	1	-1	5	3	3	1	-0.7	3
O=C1CN(C(=O)c2ccco2)C(c2ccc(F)cc2)c2cc(Cl)ccc2N1 (stereo unspecified)
 : 1	15	-2	1	7	-2	-9	-1.4	-7
OC(CNCCCN1CCCCC1)COc1ccccc1 (stereo unspecified)
 : 3	2	7	-2	6	5	1	0.4	2

Filtered by structure, those above containing bromine (8)
Each structure is followed by: GLD-1 TGE inh	AHR activator	BCLXL inh	PAFAH1B2 inh	pPAFAH inh	MCL1-BIM inh	Fam108B counter	MEX-5 binding	PME-1 primary
Oc1c(Br)cc(Br)cc1C=Nc1ccc2c(c1)OCO2
 : 4	24	18	-1	14	14	0	-0.4	-2
O=C(NNC(=O)C1CCC1)c1ccc(Br)cc1
 : 3	1	0	0	-3	-3	-1	0.1	1
O=C(N/N=C/c1ccc[nH]1)c1cccc(Br)c1
 : 4	23	6	-2	3	8	1	1.7	6
Cc1cc(C(F)F)n2nc(C(=O)Nc3c(F)cc(F)cc3Br)nc2n1
 : -2	0	8	-2	1	8	1	1.3	1
CC1CCN(C(=O)CNS(=O)(=O)c2ccc(Br)s2)CC1
 : -5	0	3	23	9	-1	-2	1.8	-2
Cc1cc(Br)ccc1NC(=O)CN(C)C(=O)CNC(=O)Cc1ccccc1
 : 3	0	-1	-2	2	-2	/	/	-6
O=C(Oc1ccc(Br)cc1C(=S)N1CCOCC1)c1ccccc1
 : 2	0	-2	2	3	6	0	1.5	3
CN1CCN(CCC(=O)Nc2ccc(Br)cc2)CC1
 : 5	5	8	4	-1	5	-2	0.2	0
